High-throughput results as filed in PubChem.
TDP1 block = blocks human tyrosyl-DNA phosphodiesterase 1 | actives 0.28% (n = 350,000) | Q9NUW8 | Potency, µM (titrated, usually from 130 µM), inactives show at the highest dose activity change, negative = inhibition, hits mostly inhibitors | recombinant TDP1, AlphaScreen DNA substrate cleavage; note: nearly all actives have a fitted effect of over 40% in size
Target sequence (Q9NUW8 whole entry, looked up): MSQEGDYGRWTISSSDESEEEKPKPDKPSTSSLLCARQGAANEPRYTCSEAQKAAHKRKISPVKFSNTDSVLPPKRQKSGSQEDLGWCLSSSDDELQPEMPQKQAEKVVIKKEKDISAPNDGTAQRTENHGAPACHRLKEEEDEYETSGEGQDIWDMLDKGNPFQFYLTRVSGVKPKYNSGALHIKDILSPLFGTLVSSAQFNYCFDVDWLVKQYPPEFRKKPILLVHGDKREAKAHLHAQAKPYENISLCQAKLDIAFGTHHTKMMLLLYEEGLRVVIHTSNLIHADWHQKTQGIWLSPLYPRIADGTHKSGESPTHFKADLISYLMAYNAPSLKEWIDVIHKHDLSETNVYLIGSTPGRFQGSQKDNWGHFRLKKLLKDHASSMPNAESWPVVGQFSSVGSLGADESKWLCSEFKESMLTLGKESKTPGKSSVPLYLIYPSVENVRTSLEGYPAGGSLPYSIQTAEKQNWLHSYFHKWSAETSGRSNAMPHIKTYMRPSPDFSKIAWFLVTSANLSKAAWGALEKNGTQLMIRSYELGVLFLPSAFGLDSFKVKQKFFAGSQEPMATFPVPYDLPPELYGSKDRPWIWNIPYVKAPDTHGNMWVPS
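Enzyme-compound mixtures sat 15 min at room temperature, followed by a 5 min reaction with 15 nM final substrate and 10 min with AlphaScreen beads. Recombinant human Tdp1 was used at 1 nM final.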
TDP1 cell noCPT = qHTS for Inhibitors of human tyrosyl-DNA phosphodiesterase 1 (TDP1): qHTS in cells in absence of CPT; DT40 Tdp1-/- hTDP1 cells, no CPT, ATP luminescence, 48 h; Potency, µM (top dose mostly 46.2 µM), inactives show at the top dose activity change, negative = growth inhibition, hits mostly inhibitors; actives 15% (n = 420,000); note: nearly all actives have a fitted effect of over 55% in size
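Seeded 400 DT40-hTDP1 cells/well (vehicle DMSO, no 20 nM CPT); pinned compounds; ≥48 hr at 37 °C; CellTiter-Glo luminescence as viability measure.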
KAT2A inh = blocks human GCN5L2 histone acetyltransferase; Q92830; GCN5L2 HAT assay, ThioGlo1 CoA-SH fluorescence; Potency, µM (series often up to 58.9 µM), for inactives: at the highest dose activity change, negative = inhibition, hits mostly inhibitors; actives 0.21% (n = 390,000); AID 504327
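Fluorescence readout, Ex340nm/Em540nm: ThioGlo1 (50uM final) reacts with free CoA thiol released as 20nM GCN5L2 acetylates H3(1-25) peptide (75uM) using acetyl-CoA (70uM). Compound and enzyme sat 15 min beforehand; 20 min room-temperature reaction.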
The depositor's hits bear a star; u = inconclusive; x = not tested or not shown; & = joins results of further samples; [ ] = remark or other dose. Calls come from the whole dose curve; as a rule, active = well fitted curve in the direction sought with a large enough effect; inconclusive = small, poorly fitted or top-dose-only effect, or another doubt; inactive = no such curve, though single readings can be large; an effect the other way counts as inactive or inconclusive. % is set by controls: 0 for no effect and ±100 for the full control effect; potency is the fitted concentration of half-maximal effect. The list is partial; the hit share may differ from the screen's.

compound	TDP1 block	TDP1 cell noCPT	KAT2A inh
O=C(NCc1n[nH]c(=S)n1-c1ccc(Cl)c(Cl)c1)c1ccco1	1.1%	-5.3%	2.3%
CC(C)c1nc2c([nH]1)c(=O)n(C)c(=O)n2C	1.3%	9.7%	3.3%
O=C(NNC(=S)Nc1ccccc1)c1cc(Br)ccc1Cl	3.1%	u	-2.5%
Oc1ccccc1CN1CCCN(Cc2ccccc2O)C1	4.1%	-20.2%	x
COc1cc(/C=N/NC(=O)C2CCN(CC(O)COCc3ccccc3)CC2)cc(OC)c1OC (centres undefined)	0.0%	-3.5%	-7.9%
FC(F)(F)c1cccc(NC(=S)N2CCCC2)c1	x	-2.7%	-3.3%
Cc1cccc(-c2ncc(CN3CCN(CC(C)C)C(CCO)C3)cn2)c1 (centres undefined)	4.8%	-5.8%	0.2%
Cc1cccc(N2CCN(C(=O)c3cccc(N4C(=O)C5C6C=CC(C6)C5C4=O)c3)CC2C)c1 (centres undefined)	5.1%	20.6µM*	-1.6%
O=C(Nc1cccnc1)c1ccc(COc2ccccc2Br)cc1	x	u	-21.7%
CCN(Cc1ccccc1OC)CC1CCCN(CCc2cccc(OC)c2)C1 (centres undefined)	x	u	-4.8%
CO/N=C(\N)c1nonc1N	x	1.0%	0.4%
Cc1cccc(NC(=O)CNC(=O)CCNC(=O)c2ccc(C(C)(C)C)cc2)c1C	0.8%	u	-1.5%
Cc1cc(/C=N/NC(=O)C(=O)NCc2ccccn2)c(C)n1-c1cccc(Br)c1	6.5%	u	0.3%
CC[C@H](C)Cc1cn([C@@H](CCCCN)C(=O)NCCCCCCCCCCC(=O)N2CCNCC2)nn1	1.7%	-29.7%	-1.4%
COc1ccccc1NC(=S)Nc1ccc2cn[nH]c2c1	-2.7%	-9.8%	-6.6%
O=C1NC2(CCCCCC2)C(=O)N1Cc1ccccc1Br	11.9%	10.5%	-3.5%
O=C(NNC(=O)c1ccccc1F)c1cccc(S(=O)(=O)N2CCc3ccccc32)c1	0.0%	10.3µM*	-5.4%
COc1cc(/C=N\Nc2nc(-c3ccc(C)cc3)c(NC(C)=O)s2)ccc1O	x	-18.0%	-0.7%
COCCn1nnnc1CN(Cc1ccco1)Cc1cc2cc3c(cc2[nH]c1=O)OCO3	3.1%	-18.8%	38.4%[activator]
COc1cc(C)c(C)cc1S(=O)(=O)NC1CC(C)(C)NC(C)(C)C1	x	0.8%	-8.2%
C[C@H](NC(=O)C1CC(=O)N(c2ccc3c(c2)OCCO3)C1)C(=O)NC1CCCC1 (some centres undefined)	3.0%	16.0%	-4.4%
Cc1ccc(-c2c(CN3CCN(c4cc(Cl)ccc4C)CC3)csc2C)cc1	-2.6%	u	-4.2%
Cc1cccc(OCCn2c(NC(=O)c3ccco3)nc3ccccc32)c1	8.7%	u	-6.2%
O=C(Nc1cccc(O)c1)c1ccc(Br)c(S(=O)(=O)N2CCCCC2)c1	3.1%	-29.4%	-6.6%
Cc1c(C)c2c(C)[nH]nc2oc1=O	-0.5%	-11.7%	1.7%
COc1ccc2c(c1)CC/C2=N\OC(=O)c1cccc(C)c1	8.2%	u	-4.4%
O=C(CCc1ccccc1)NC(=S)Nc1ccccc1Br	2.6%	u	-16.7%
Cc1ccc(C(=O)OCC(=O)NCc2ccc3c(c2)OCO3)o1	1.1%	-2.8%	-2.9%
O=C(CCn1cccc1)Nc1cccc(F)c1	0.0%	3.7%	1.9%
CCOC(=O)C1=C(C)N=C2SCCC(=O)N2C1c1ccc(OCc2ccccc2)cc1 (centres undefined)	x	u	-5.9%
Cc1ccc(NC(=O)c2cc(N3C(=O)C=CC3=O)ccc2Cl)cc1C	4.2%	4.61µM*	-11.9%
COc1ccc(OC)c(C(c2nnnn2Cc2ccccc2)N2CCN(C3CCCCC3)CC2)c1 (centres undefined)	3.3%	u	-13.8%
COCCn1c(-c2ccco2)nc2nc3ccccc3nc21	4.1%	-27.2%	-9.4%
Cc1ccc(-n2c(C)cc(C(=O)OCC(=O)N(C)C3CCS(=O)(=O)C3)c2C)cc1 (centres undefined)	5.2%	-22.3%	-3.8%
Cc1cc(NC2CCCCC2)nc2ccccc12	2.4%	16.4µM*	0.0%
O=C1CS(=O)(=O)N(Cc2ccccc2F)c2ccc(Br)cc21	x	-15.6%	-15.3%
Cc1ccc(N(CC(=O)N/N=C/c2cccs2)S(C)(=O)=O)cc1	-2.3%	8.9%	-0.1%
COc1ccc(CCC(=O)NNC(=S)NCc2ccc(F)cc2)cc1	5.9%	u	7.1%
CCc1cc(-c2nnc(SCC(=O)NC3CC3)n2C)cs1	2.7%	1.5%	-6.9%
CCOC(=O)C1(CCc2ccccc2)CCN(Cc2nccn2CC)CC1	x	18.4µM*	0.4%
CCOC(=O)c1c(NC(=O)CSc2cn(CC)c3ccccc23)sc2c1CCC2	3.9%	u	-0.6%
c1ccc(Cn2ncc3c(N4CCN(C(c5ccccc5)c5ccccc5)CC4)ncnc32)cc1	x	20.6µM*	-8.4%
Cn1c(N2CCOCC2)c(/C=N/O)c2ccccc21	0.0%	u	2.1%
C=CCN(CC(O)c1cccc([N+](=O)[O-])c1)C(C)CCc1ccccc1 (centres undefined)	x	20.6µM*	-5.0%
C#CCOCCOCCOCCNc1nc(N2CCN(C(=O)[C@H]([C@@H](C)CC)n3cc([C@@H](N)Cc4ccc(O)cc4)nn3)CC2)nc(N2CCN(C(=O)[C@H](CCCCN)n3cc([C@@H](N)CO)nn3)CC2)n1	5.1%	x	-8.9%

The list goes on; the last four above are carried over.
compound	TDP1 block	TDP1 cell noCPT	KAT2A inh
c1ccc(Cn2ncc3c(N4CCN(C(c5ccccc5)c5ccccc5)CC4)ncnc32)cc1	x	20.6µM*	-8.4%
Cn1c(N2CCOCC2)c(/C=N/O)c2ccccc21	0.0%	u	2.1%
C=CCN(CC(O)c1cccc([N+](=O)[O-])c1)C(C)CCc1ccccc1 (centres undefined)	x	20.6µM*	-5.0%
C#CCOCCOCCOCCNc1nc(N2CCN(C(=O)[C@H]([C@@H](C)CC)n3cc([C@@H](N)Cc4ccc(O)cc4)nn3)CC2)nc(N2CCN(C(=O)[C@H](CCCCN)n3cc([C@@H](N)CO)nn3)CC2)n1	5.1%	x	-8.9%
O=C(Nc1cc(-c2nc3ccccc3o2)ccc1Cl)c1sc2c([N+](=O)[O-])cccc2c1Cl	1.9%	6.6%	-4.5%
O=C(NCc1ccc(F)cc1Cl)C1CCN(S(=O)(=O)N2CCC3(CC2)OCCO3)CC1	1.0%	-21.0%	-15.1%
Cc1ccc(S(=O)(=O)N(C)Cc2ccc(C(=O)NN=C3C4CC5CC(C4)CC3C5)cc2)cc1	-5.5%	-23.4%	-9.4%
N=C(N)SCc1ncccc1O	-5.1%	6.8%	-1.0%
CCN(CC)C(=O)CCNS(=O)(=O)c1ccc(C)cc1	0.0%	0.6%	-2.3%
Cc1ccc(S(=O)(=O)N2CCN(c3c([N+](=O)[O-])cc(C(F)(F)F)cc3[N+](=O)[O-])CC2)cc1	4.3%	u	-4.2%
CN(CCC#N)C(=O)CC(Cc1ccccc1)C1CCOC(C)(C)C1 (centres undefined)	x	19.1%	-5.9%
COc1ccc(N2C(=O)C(CN3CCCCC3)C2c2ccccc2)cc1 (centres undefined)	-2.7%	13µM*	-1.7%
NC(=O)COC(=O)c1ccc(NS(=O)(=O)c2ccc3c(c2)OCCO3)cc1	x	u	-2.6%
Cc1ccc(-c2nnn(CC(=O)N(c3ccccc3)C(C(=O)NCC3CCCO3)c3ccc(Cl)cc3)n2)cc1 (centres undefined)	0.0%	-28.5%	2.6%
CC(=O)c1cccc(NC(=O)c2nc(-c3ccccc3)oc2C)c1	3.7%	14.6µM*	-6.5%
Cc1cc(C)n2nc(SCC(=O)NC3CCCCC3)nc2n1	3.3%	-11.4%	-1.2%
COc1ccc(C(=O)NC(=S)N(C)C2CCCCC2)cc1	3.3%	u	-3.6%
COCC(=O)N1CCC[C@@]2(CCN(Cc3ccc(C#N)cc3)C2)C1	x	-1.7%	7.1%
O=C1[C@@H]2Cc3c([nH]c4ccccc34)C(c3ccc(Cl)cc3)N2C(=O)CN1CCO (some centres undefined)	x	-20.4%	-8.9%
C=C(C)c1cccc(C(C)(C)NC(=O)N2CCN(c3ccccn3)CC2)c1	2.0%	u	-5.3%
COc1ccc(CCNc2ncnc3c2nnn3C)cc1	5.2%	20.6µM*	-0.5%
Nc1ccn(CC(=O)N2CCN(c3ccccn3)CC2)c(=O)n1	0.9%	-6.3%	-5.7%
CCCn1c(N)c(NCCN2CCOCC2)c(=O)n(CC(=O)NCc2ccccc2)c1=O	6.0%	0.7%	-3.4%
CCN(CC)C(=O)Cn1c(=O)n(CCC(=O)Nc2ccc(F)cc2)c(=O)c2sccc21	2.1%	3.7%	-1.1%
COc1ccc2c(c1)CCc1sc(NC(=O)c3ccc(Cl)cc3)nc1-2	-3.2%	20.6µM*	-6.7%
Cc1noc(/C=C/N(C)C)c1S(=O)(=O)N(C)CC(=O)N1CCc2ccccc21	1.0%	u	-11.4%
O=C(N/N=C/c1ccc(Br)s1)c1cccc([N+](=O)[O-])c1	x	u	-0.3%
Cc1nc(N2CCN(c3ccccn3)CC2)c2c(C)c(C(=O)Nc3ccc(F)cc3F)sc2n1	3.7%	13µM*	-15.3%
COc1cccc(CNC(=O)CCn2c(=O)c3cccn3c3cccnc32)c1	-4.6%&0.0%	7.1%&-18.3%	-6.4%&-1.1%
Cc1cccc(OCCCC(=O)N2CCCc3ccccc32)c1C	-3.4%	-22.1%	-0.2%
Cc1ccc(S(=O)(=O)N2CCCC(C(=O)NCCc3ccccc3)C2)cc1 (centres undefined)	x	-24.6%	-1.2%
O=C(NCc1ccco1)C1CCN(C(=O)Cc2ccccc2)CC1	-2.3%	2.1%	3.2%
CCN1C(=O)c2cccc3c(NC(=O)c4ccccc4)ccc1c23	2.6%	u	-3.4%
CCOC(=O)C1=C(N)OC2=C(C(=O)CC(C)(C)C2)C1c1cccnc1 (centres undefined)	0.0%	-18.1%	-1.5%
CCC1C/C(=C\c2cc(OC)c(OC)cc2OC)C(=O)/C(=C/c2cc(OC)c(OC)cc2OC)C1 (centres undefined)	x	13µM*	-26.3%
CC(=O)Nc1ccc(NC(=O)C(Cc2ccccc2)NS(=O)(=O)c2ccc3c(c2)oc(=O)n3C)cc1 (centres undefined)	2.3%	3.6%	-12.5%
Cc1ccccc1OCC(=O)OCC(=O)c1cc(C)n(C2CC2)c1C	7.2%	5.0%	-3.2%
Cc1nn(-c2ccc(N3CCCCC3)nn2)c(C)c1CCC(=O)Nc1ccc(F)cc1	1.8%	-16.2%	-4.8%
Cc1ccc(OCC(=O)Nc2cccc(-c3nc4ccccc4o3)c2C)cc1C	5.8%	u	-8.1%
Brc1ccc(-c2ccc(C3Nc4cccc5cccc(c45)N3)o2)cc1	3.6%	x	-3.9%
Brc1ccc(-c2ccc(CNCc3ccccn3)o2)cc1	x	u	1.9%
O=C(NCc1ccc(Cl)cc1)[C@@H]1CCCN1S(=O)(=O)c1ccc(Cl)cc1	-2.1%	u	1.3%
NNC(=O)CC(=O)NC1(Cc2ccc(O)cc2)CCCCC1	6.0%	-7.6%	-1.5%
C[C@H](CO)N1C[C@H](C)[C@@H](CN(C)C(=O)NC2CCCCC2)Oc2c(NC(=O)CCC(F)(F)F)cccc2C1=O	0.4%	-19.9%	1.6%
CCOC(=O)c1ccc(NC(=O)CSc2nnc(CCc3ccc(C)o3)n2-c2ccccc2)cc1	-1.0%	u	-2.7%
COc1ccc(CC(=O)NCc2cccs2)cc1	9.1%	14.6µM*	-19.6%
O=C1C=C(Nc2ccccc2O)c2ccccc2C1=O	10.7%	3.26µM*	-11.1%
Clc1nc(-c2ccccc2)c2ccccc2n1	0.7%	-1.6%	-11.5%
CCNc1ccc(C(=O)OCC(=O)N(Cc2ccccc2)C(C)(C)C)cc1[N+](=O)[O-]	3.2%	u	-0.1%
Cc1cc(=O)[nH]c(SCC(=O)NC(c2ccccc2)c2ccccc2)n1	0.0%	u	-2.8%
Cc1nn(CC(=O)N2CCOCC2)c(=O)c2ccccc12	2.9%	-2.1%	-3.2%
O=c1[nH]c2ccccc2nc1/C=C/c1ccccc1	x	-25.9%	-3.3%
CN(C)S(=O)(=O)c1ccc(NC(=O)CSc2nc3ccccc3n2-c2ccccc2)cc1	5.4%	20.6µM*	-12.0%
O=C(O)CC(NC(=O)C(c1ccccc1)c1ccccc1)c1ccc(F)cc1 (centres undefined)	1.1%	14.2%	-2.0%
